Screening results deposited in PubChem by several laboratories.
Anthrax LF inh2 – blocks Bacillus anthracis lethal factor protease; 360,000 compounds, 0.12% hits; P15917; multiplex microsphere protease cleavage assay, LF; inhibition, % at 10 µM; further: plate controls were buffer without enzyme for full effect and enzyme alone for no effect
CCHF vOTU inh – CCHFV vOTU protease inhibition; inhibition, % at 11.5 µM; Pep-AMC fluorescence; AID 651958; 370,000 compounds, 0.55% hits; in the data active means inhibition above about 30%; further: 0% = vehicle wells with enzyme and 100% = no enzyme wells
BoNT F protease – inhibitors of Botulinum neurotoxin F light chain protease. Multiplex microsphere protease cleavage assay, flow cytometry. inhibition, % at 10 µM. 360,000 compounds, 0.22% hits; in the data active means inhibition above about 35%, passing the limit was not always enough; inconclusive means no clear call, values can overlap the other calls; further: plate controls were buffer without enzyme for full effect and enzyme alone for no effect
MazEF act – increases E. coli MazEF RNase cleavage of RNA | FAM/BHQ RNA-DNA oligo cleavage fluorescence, 5 h | P0AE70 | activation, % at 20 µM | AID 504720 | 350,000 compounds, 0.32% hits; in the data active means activation above about 50%
Target sequence (P0AE70 whole entry, looked up): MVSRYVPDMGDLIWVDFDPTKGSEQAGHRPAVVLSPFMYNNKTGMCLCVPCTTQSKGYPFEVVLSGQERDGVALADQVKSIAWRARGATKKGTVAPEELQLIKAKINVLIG
DUSP3 inh – blocks human VHR1 dual specificity phosphatase; P51452; recombinant VHR phosphatase, pNPP absorbance; inhibition, % at 13.3 µM; 290,000 compounds, 0.52% hits; AID 1654; in the data active means inhibition above about 50%; further: some compounds called inactive have numbers as strong as hits
Target sequence (P51452 whole entry, looked up): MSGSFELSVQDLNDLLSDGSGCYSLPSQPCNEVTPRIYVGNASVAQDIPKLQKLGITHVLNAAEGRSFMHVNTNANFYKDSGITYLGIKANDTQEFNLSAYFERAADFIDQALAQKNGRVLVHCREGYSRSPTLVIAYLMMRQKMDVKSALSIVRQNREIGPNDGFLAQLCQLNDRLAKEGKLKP
PriA SSB inh – K. pneumoniae PriA-SSBct interaction inhibition | AlphaScreen SSBct-PriA binding, biotinylated peptide | inhibition, % at 33 µM | 430,000 compounds, 0.6% hits | AID 1272365; in the data active means inhibition mostly above about 37%, no sharp cut-off; inactive means mostly below about 20%;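 further: plate controls were negative control peptide for no effect and reference peptide for full effect; strong numbers were not always called active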
BoNT A protease – BoNT A light chain protease inhibition; multiplex microsphere protease substrate cleavage, flow cytometry; inhibition, % at 10 µM; 360,000 compounds, 0.17% hits; AID 588499; further: plate controls were buffer without enzyme for full effect and enzyme alone for no effect
Rv3671c protease – inhibits the M. tuberculosis serine protease Rv3671c. P9WHR9. inhibition, % at 5.96 µM. 320,000 compounds, 0.048% hits. AID 2606; in the data active means inhibition above about 38%;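 further: extracellular domain of Rv3671c used as enzyme; 0% = enzyme with DMSO and 100% = no enzyme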
Target sequence (P9WHR9 whole entry, looked up, the tested form may be a part): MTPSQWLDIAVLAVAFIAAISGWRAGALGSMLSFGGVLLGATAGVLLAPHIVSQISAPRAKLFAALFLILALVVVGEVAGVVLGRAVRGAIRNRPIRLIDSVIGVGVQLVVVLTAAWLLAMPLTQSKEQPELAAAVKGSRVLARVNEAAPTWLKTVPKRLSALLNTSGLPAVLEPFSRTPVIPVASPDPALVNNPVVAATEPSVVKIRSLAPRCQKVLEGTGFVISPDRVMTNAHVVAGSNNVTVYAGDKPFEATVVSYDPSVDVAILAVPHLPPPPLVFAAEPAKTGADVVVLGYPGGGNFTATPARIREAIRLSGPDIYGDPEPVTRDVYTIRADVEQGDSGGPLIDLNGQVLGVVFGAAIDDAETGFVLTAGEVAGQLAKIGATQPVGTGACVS
PrPC TRFRET – cell surface PrPC inhibition, primary TR-FRET screen; 370,000 compounds, 0.43% hits; TR-FRET read-out; inhibition, % at 13.8 µM; P04156; in the data active means inhibition above about 24%; further: 0% = median of the test wells and 100% = reference compound wells
SARS 3CLpro inh – SARS-CoV 3CLpro protease inhibition. inhibition, % at 6 µM. recombinant SARS-CoV 3CLpro, quenched FRET peptide cleavage. 290,000 compounds, 0.14% hits. P0C6X7. AID 1706; in the data active means inhibition above about 12%
* hit, by the source's call; ? = inconclusive; / = no result given; & = joins results of further samples. Unless noted, no stated cut-off is given here; in the data, active means inhibition above about 30%; inconclusive means no clear call, values can overlap the other calls; inactive means below that. A portion of the library. The share of hits here may be higher or lower than overall.

SMILES	Anthrax LF inh2	CCHF vOTU inh	BoNT F protease	MazEF act	DUSP3 inh	PriA SSB inh	BoNT A protease	Rv3671c protease	PrPC TRFRET	SARS 3CLpro inh
CC(=O)Oc1cc2c(C(=O)NCCN3CCOCC3)c(C)oc2c2ccccc12	0	2	-1	-12	14	9	0.9	6	-2	-3
COC(=O)c1ccccc1NC(=O)C(C)Oc1ccccc1 (centres undefined)	3	25	9	2	13	-13	1.0	-3	-2	-1
Clc1nccnc1-c1ccccc1	-1	1	-3	-8	-2	6	-0.4	-7	8	-1
Cn1c(=O)c2c(ncn2CC(=O)Nc2cc(S(=O)(=O)N3CCCCC3)ccc2Cl)n(C)c1=O	-6	-6	-1	-2	/	-3	-0.1	-4	4	/
Cc1cc2ccccc2n1CCNCc1c(C(=O)N2CCOCC2)nc2ccccn12	-5	-8	-8	-5	-20	15	0.2	6	-9	-3
COC(=O)CC1=NN(c2ccccc2)C(=O)C1	-3	-11	-6	15	23	-2	0.2	-52	0	2
COc1ccc(CCNC(=O)C2CCN(S(=O)(=O)c3ccc(OC)c(OC)c3)CC2)cc1OC	15	-9	-4	-19	/	-3	-2.4	-2	7	6
COc1ccc(N2CCN(CC(=O)Nc3ccc(C)cc3)CC2)cc1	-8	0	22	3	15	6	0.9	-3	-1	2
Cc1cc(C)c(C(=O)N2CCCC(N3CCN(c4cccc(C(F)(F)F)c4)CC3)C2)o1 (centres undefined)	-4	15	-5	5	38	4	0.0	1	0	-6
CN(CCCC(=O)NCc1ccccc1)S(=O)(=O)c1ccc([N+](=O)[O-])cc1	27	4	18	5	-4	-3	-0.3	1	-35	-2

Results in BoNT F protease, for some of the entries so far:
smiles,BoNT F protease
COc1ccc(CCNC(=O)C2CCN(S(=O)(=O)c3ccc(OC)c(OC)c3)CC2)cc1OC,-4
CC(=O)Oc1cc2c(C(=O)NCCN3CCOCC3)c(C)oc2c2ccccc12,-1

(continued)
SMILES	Anthrax LF inh2	CCHF vOTU inh	BoNT F protease	MazEF act	DUSP3 inh	PriA SSB inh	BoNT A protease	Rv3671c protease	PrPC TRFRET	SARS 3CLpro inh
CCc1ccccc1N(CC(=O)NC1CCCC1)C(=O)CNC(=O)c1cccs1	-2	11	2	2	40	8	-3.0	12	-6	3
CCOc1ccc(/C=N/NC2=NCCCCC2)cc1	0	4	0	-9	29	/	0.6	7	-10	-3
O=C(COc1cccc(Cl)c1Cl)NC1CC1	/	10	/	4	/	6	/	1	-9	/
COc1ccccc1N(C)S(=O)(=O)c1ccc(C(=O)Nc2ccc3nc(C)sc3c2)cc1	1	-6	-4	-29	6	14	2.8	-107	10	-3
Cc1ccc(C(=O)OCC(=O)Nc2ccc3c(c2)OCO3)c(O)c1	-2	-5	-2	6	/	4	-0.2	-5	2	/
N#CC1=C(N)OC2=C(C(=O)CCC2)C1c1cc2c(cc1Br)OCO2 (centres undefined)	16	3	?	1	13	0	3.4	-1	3	-1
Cc1nc2ccccc2c(=O)n1/N=C/c1cccnc1	-5	-18	10	5	17	/	2.3	-6	8	7
Cc1ccccc1OCCC(=O)Nc1cc(S(=O)(=O)N2CCCCC2)ccc1N1CCN(C)CC1	-15	-1	-13	3	/	4	-1.1	/	-6	/
COc1ccc(-n2nc3c(c2NC(=O)c2ccc4c(c2)OCO4)CS(=O)(=O)C3)cc1	5	3	2	3	-14	-8	-0.4	4	7	-1
CN1C(=O)N(C)C2(c3ccccc3)Nn3c(s/c(=C/c4ccco4)c3=O)=NC12c1ccccc1 (centres undefined)	-4	9	6	-19	18	/	2.7	-1	11	-1
CCCOC(=O)Nc1ccc(S(=O)(=O)Nc2ncccn2)cc1	0	0	-3	4	11	-2	0.0	2	-3	2
CCOC(=O)CCCN(c1[nH]c(C)c(C)c1C#N)S(=O)(=O)c1ccc(C)cc1	-2	-1	-5	1	/	/	-0.4	/	-6	/
COc1ccc(NC(=O)c2cc3c(s2)CCC(C)C3)cc1S(=O)(=O)N1CCOCC1 (centres undefined)	-1	9	-1	4	3	-14	-0.6	-19	9	2
CC(C)NC(=O)C1(C)CCN1Cc1ccc(Cl)cc1 (centres undefined)	-2	10	-3	/	/	/	0.1	/	-3	/
CC(=O)Oc1ccccc1Cn1c(C)c(C(=O)N(C)Cc2ccc(F)cc2)sc1=O	-12	2	-12	/	/	/	-0.9	/	-1	/
COc1ccc2cc(C(=O)N3CCN(c4ccccc4F)CC3)[nH]c2c1	5	0	21	-14	36	-17	1.0	/	8	-3
O=C(NCCc1cnccn1)C1CCC(=O)N(Cc2ccc(Cl)cc2)C1 (centres undefined)	0	3	2	4	10	-2	1.3	-3	2	-1
CCSc1nnc(NC(=O)c2cccnc2)s1	-5	-6	13	-15	5	-9	9.8	0	3	-6
O=c1c2nncn2c2cccnc2n1CCNc1ncc(C(F)(F)F)cc1Cl	-3	-7	-12	2	7	6	-1.6	9	1	-3
CC(C)(C)NC(=S)N1CCC(C(=O)c2ccc(F)cc2)CC1	-11	7	-1	6	76	-13	0.4	-3	-9	2
COc1ccc(S(=O)(=O)N2CCCC2CNC(=O)C(=O)NCc2ccccc2)cc1 (centres undefined)	?	3	?	5	/	-12	?	-6	-6	/
CC(=O)NC(=S)Nc1ccc(NC(=O)c2cccs2)cc1	2	12	-2	1	16	-2	-0.1	-6	10	2
COc1ccc(-c2nc(SCC(=O)N3CCOCC3)n[nH]2)cc1	5	4	?	1	10	-21	1.5	9	4	1
O=S(=O)(Nc1cccc(-n2cnnn2)c1)c1cc(Br)ccc1Br	-6	0	-6	-1	20	-19	0.3	-2	4	7
Cc1ccc(N2C(=O)NC(=O)/C(=C\c3cc(C)n(-c4sc5c(c4C#N)CCCC5)c3C)C2=O)cc1	2	-2	-3	-55	33	0	0.1	-8	3	1
COc1ccc(NC(=O)CN2CC(C)OC(C)C2)cc1Cl (centres undefined)	-2	15	-1	4	9	-1	-0.6	3	2	1
COc1cccc(CN2CCNCC2)c1OC	-2	4	30	7	16	-18	0.5	-2	3	-2
CN(C)C(=O)C[n+]1ccc(C(N)=O)cc1	0	3	2	4	9	-8	-0.5	1	-15	0
CC(=O)N(c1ccc(C)cc1)C1C=CS(=O)(=O)C1 (centres undefined)	-9	-6	-4	3	13	-8	-0.3	-2	-1	-3
CCOC(=O)C1CCCN(Cc2c(C(=O)N3CCOCC3)nc3ccccn23)C1 (centres undefined)	0	-1	-6	8	22	3	0.8	-2	5	4

Compounds listed so far containing a CF3 group (2):
SMILES	Anthrax LF inh2	CCHF vOTU inh	BoNT F protease	MazEF act	DUSP3 inh	PriA SSB inh	BoNT A protease	Rv3671c protease	PrPC TRFRET	SARS 3CLpro inh
Cc1cc(C)c(C(=O)N2CCCC(N3CCN(c4cccc(C(F)(F)F)c4)CC3)C2)o1 (centres undefined)	-4	15	-5	5	38	4	0.0	1	0	-6
O=c1c2nncn2c2cccnc2n1CCNc1ncc(C(F)(F)F)cc1Cl	-3	-7	-12	2	7	6	-1.6	9	1	-3

The results go on.
SMILES	Anthrax LF inh2	CCHF vOTU inh	BoNT F protease	MazEF act	DUSP3 inh	PriA SSB inh	BoNT A protease	Rv3671c protease	PrPC TRFRET	SARS 3CLpro inh
O=C(Oc1ccc2c(-c3ccccc3)cc(=O)oc2c1)c1cccs1	-1	-6	-4	-6	-11	-15	-0.4	-11	1	1
COc1c(OP2(=S)OCC(C)(C)CO2)cnn(C2CCCCC2)c1=O	-11	13	-3	/	/	/	-0.6	/	-7	/
Cc1cc(=O)n2[nH]c(N3C(=O)CCC3=O)nc2n1	-7	-5	-15	6	21	-35	-1.5	0	-1	4
c1ccc(COC2CCCN(Cc3nc(-c4cnccn4)no3)C2)nc1 (centres undefined)	-2	-8	-6	-3	35	2	0.1	0	1	1
CCn1c(=O)n(CC(=O)Nc2cc(OC)c(OC)c(OC)c2)c(=O)c2ccccc21	0	-4	6	5	-37	0	-0.6	2	-6	-2
COc1ccc(CN2CCN(c3ccc(F)cc3)CC2)c(OC)c1OC	-6	0	2	3	12	12	0.1	1	-3	0
COc1cccc(N2C(=NC(=O)C3CCCCC3)SC3CS(=O)(=O)CC32)c1 (centres undefined)	1	9	6	1	-2	-12	0.1	2	2	-5
COc1ccc(NC(=O)CCCN2C(=O)C3C4C=CC(C4)C3C2=O)c(OC)c1 (centres undefined)	5	5	2	8	13	-17	1.4	3	10	-2
O=C(O)c1cccc2c3c([nH]c12)CCCC3	-7	3	12	3	0	-10	-0.7	-4	-3	3
COC(=O)Nc1ccc(S(=O)(=O)n2cnc3ccccc32)cc1	-3	-5	0	8	26	-12&-7	-0.8	-1	-4	5
COc1ccc(NC(=O)COC(=O)c2ccc(N3CCCC3=O)cc2)cc1OC	-3	5	-14	6	0	-11	0.5	-4	-2	2
CCC1=C(OC(=O)N(CC)CC)N2C(=O)OC(=NCCOC)[C@]2(Cc2ccccc2)[C@H]2C1=CC[C@H]1C(=O)N(CC)C(=O)[C@H]12	2	1	-8	4	26	11	-0.1	-11	5	/
CCCc1cc(=O)[nH]c(SCC(=O)c2[nH]c(C)c(C(=O)OCC)c2C)n1	-2	10	23	12	-13	-5	1.9	1	-3	5
Cc1cc(C(=O)OC(C)C(=O)Nc2cccc(S(=O)(=O)N3CCOCC3)c2)c(C)o1 (centres undefined)	-2	20	?	-1	-4	-1	0.4	3	1	6
O=C(N/N=C/c1ccsc1)c1ccc2ccccc2n1	0	4	5	9	2	/	-1.3	-6	-4	2
O=c1oc2cc(O)ccc2cc1S(=O)(=O)c1ccccc1	-5	-368	-3	-20	-10	-2	-0.5	6	-14	2
CC(NC(=O)c1ccco1)C(=O)OC(C)C(=O)NCc1ccccc1 (centres undefined)	6	0	6	9	17	-9	0.5	1	-3	3
CC(=O)Nc1ccc(S(=O)(=O)N2CCCC2)cc1	-4	11	-6	-4	28	-3	-1.2	-4	2	-5
O=C(Nc1cccc(-c2cn3ccccc3n2)c1)c1cccc(Cl)c1	-1	15	-10	8	4	-12	0.2	-51	16	-1
COc1ccc(C(=O)NCC(c2ccccc2)N2CCCC2)cc1S(=O)(=O)N1CCOCC1 (centres undefined)	-4	-13	8	7	/	-6	-1.1	-3	1	/
Cc1ccc(C(=O)NCCNS(=O)(=O)c2ccccc2[N+](=O)[O-])cc1	1	-9	?	8	-2	-3	-5.3	-4	-3	1
Cc1cc(OCCCC(=O)N2CCCCC2)cc(C)c1Cl	0	6	-3	8	-23	-44&-12&-10	0.1	-2	1	-3
O=C(NC(=S)Nc1ccccc1O)c1ccc(Cl)cc1Cl	-4	5	-7	8	29	5	-1.4	-3	-1	4
Cc1ccc(C23CC4CC(CC(C(=O)NC(C)C)(C4)C2)C3)cc1	-1	-11	-8	-1	6	-22	2.0	-2	2	-1
Cc1[nH]c(=O)[nH]c1C(=O)CCCCC(=O)OCC(=O)Nc1ccccn1	-1	-22	70*	15	25	0	9.2	-7	7	3
COCCNC(=O)/C(C#N)=C/C=C/c1ccccc1	-4	20	0	7	27	-16	-0.1	3	1	4
COc1ccc(C(=O)OCC(=O)NC2CC2)cc1S(=O)(=O)N(C)Cc1ccccc1	2	-9	-3	3	/	-18	-4.0	-7	-5	/
COc1ccc(-n2c(N)c(-c3nc4ccccc4n3C)sc2=S)cc1	-3	3	-1	11	14	-14	-0.3	14	-1	-4
CCn1c(O)c(C(=O)CC2NCCc3ccccc32)c(=O)n(CC)c1=S (centres undefined)	1	/	-8	-2	21	-17	0.6	-10	/	-1
COc1cccc(C(=O)Nc2ccc(S(=O)(=O)NCc3ccco3)cc2)c1	-2	17	0	9	24	-6	-1.4	-10	11	5
CCOC(=O)c1c(CN2CCOCC2)oc2ccc(OC)cc12	0	-6	-5	-7	-1	-6	?	9	2	-5
Cc1c(/C=N\NC(=O)c2cccc(F)c2)cnn1C	-2	-7	-7	0	-5	/	-0.7	6	2	1
O=C(Cc1ccccc1)CC1(O)C(=O)Nc2ccccc21 (centres undefined)	1	-2	1	0	17	-57	-0.1	-4	2	4
